Source: PubChem BioAssay (NCI)
Growth percent in the NCI-60 one-dose screen (48 h, 10 µM unless noted): 100 = growth as untreated, 0 = no growth, -100 = all killed.
SF-295 – SF-295 CNS cancer cells | 79,000 tested, 5.6% active | AID 1794758
UO-31 – UO-31 renal cancer. AID 1794768. 81,000 tested, 5.2% active
DU-145 – DU-145 prostate cancer. 81,000 tested, 4.2% active
786-0 – 786-0 renal cancer cells; AID 1794775; 81,000 tested, 5.1% active
U251 – U251 CNS tumor cells; 80,000 tested, 5.4% active
SF-268 – SF-268 CNS cancer cells; 82,000 tested, 3.1% active
SF-539 – SF-539 CNS cancer. 81,000 tested, 6.8% active. AID 1794752
SN12C – SN12C renal cancer cells. 81,000 tested, 3.8% active. AID 1794767
PC-3 – PC-3 prostate cancer cells. 80,000 tested, 3.9% active. AID 1794754
Starred values were filed as active, the others as inactive; x = not tested or not shown; & = joins results of further samples. How the source made its calls: active means growth percent below 10; inactive means the rest.

SMILES | SF-295 | UO-31 | DU-145 | 786-0 | U251 | SF-268 | SF-539 | SN12C | PC-3
CCc1ccc(-c2cc(-c3ccc(Cl)cc3)n(-c3ccc(S(N)(=O)=O)cc3)n2)cc1 | 100 | 77 | 102 | 104 | 96 | 98 | 103 | 100 | 74
Cc1cc(O)c(C2=NN(c3ccc(S(N)(=O)=O)cc3)C(c3ccccc3O)C2)cc1Cl (stereo unspecified) | 59 | 9.6* | 1.2* | -56* | 2.4* | 11 | -21* | 15 | 9.8*
O=C(Cc1ccc(/C=C/C(=O)c2ccccc2O)cc1)Nc1ccccc1 | 97 | 76 | 97 | 90 | 79 | 91 | 104 | x | 69
CC1CCC(=O)N1C (stereo unspecified) | 114 | 89 | 113 | 118 | 104 | 108 | 94 | 102 | 105
CCCCCCCCc1cc(Cl)c(O)c(Cl)c1 | 113 | 97 | 103 | 108 | 101 | 98 | 99 | 103 | 90
COc1ccc(S(=O)(=O)NNS(=O)(=O)c2ccc(OC)c(OC)c2)cc1OC | 103 | 83 | 112 | 101 | 111 | 101 | 95 | 100 | 90
COc1cc2cc(Oc3ccc(NC(=O)c4ccc(Br)c(C)c4)cc3)c(C)nc2cc1OC | 66 | 64 | 88 | 89 | 64 | 93 | 94 | 80 | 62
Cc1nnc2c3nnnn3c3ccccc3n12 | 91 | 71 | 117 | 91 | 96 | 108 | 96 | 99 | 94
CN1C(=O)N(C)C2C1NN=c1s/c(=C\c3ccc(Br)cc3)c(=O)n12 (stereo unspecified) | 23 | 53 | 17 | 30 | 29 | 39 | 7.5* | 50 | 18
Nc1nc(N)nc(NCc2ccccc2)n1 | 100 | 91 | 112 | 102 | 105 | 100 | 100 | 98 | 105
CCOC(=O)c1c(C)nc2c(c1N)CC(=O)N2CCc1ccccc1 | 16 | 37 | 9.6* | 8.7* | 32 | 24 | 14 | 24 | 17
CCCCCC/C=C\C(=O)OC | 95 | 80 | 123 | 96 | 109 | 115 | 100 | 110 | 98
Cc1ccc(-c2c(-c3nc4ccccc4s3)c(N)nc3c(N=Nc4ccc(Cl)cc4)c(N)nn23)cc1 | 104 | 93 | 106 | 96 | 105 | 95 | 96 | 91 | 88
Brc1ccc(/C=N/Nc2ncnc3sc4c(c23)CCN(Cc2ccccc2)C4)cc1 | 59 | 74 | 47 | 49 | 61 | 74 | 71 | 64 | 62
CC(C)c1ccc(NCc2cn(-c3ccc(C(F)(F)F)cc3)nc2-c2ccc(C(=O)O)cc2)cc1 | 96 | 77 | 98 | 97 | 89 | 94 | 99 | 96 | 89
O=C(O)/C=C/c1c(Cl)n(Cc2ccc(Cl)cc2)c2ccccc12 | 89 | 60 | 103 | 97 | 83 | 87 | 96 | 88 | 92
CCOc1nc(N)nc(OCC)c1OCC | 100 | 100 | 103 | 109 | 104 | 101 | 101 | 99 | 103
COc1cc(C2NC(=O)c3ccccc3N2)ccc1OCCCCCOc1c(OC)cc(C2=NOC(c3cc(OC)c(OC)c(OC)c3)C2)cc1OC (stereo unspecified) | 25 | 69 | 118 | 95 | 84 | 67 | 83 | 93 | 37
Cc1nc2ccccc2n1CC1SC(=N)NC1=O (stereo unspecified) | 98 | 83 | 109 | 106 | 96 | 92 | 95 | 95 | 96
Cc1ccc(S(=O)(=O)Oc2cc3oc(=O)c4c(c3cc2Cl)CCCCCC4)cc1 | 98 | 77 | 102 | 93 | 91 | 98 | 100 | 103 | 67
CSc1nn(CCC#N)c(=O)[nH]c1=O | 101 | 86 | 116 | 99 | x | 112 | 97 | 108 | 106
OCCOc1c(Cl)cc(Cl)cc1Cl | 100 | 88 | 115 | 104 | 103 | 103 | 102 | 90 | 101
CC(=O)Nc1nc(-c2ccc(Cl)c(O)c2)c(-c2ccnc(NCCCNS(=O)(=O)c3ccc(O)cc3)n2)s1 | 87 | 108 | 89 | 93 | 106 | 74 | 93 | 83 | 63
CCOC(=O)C1=C(N)Oc2c(ccc3ccccc23)C1c1ccccc1 (stereo unspecified) | 96 | 57 | 107 | 97 | 94 | 85 | 94 | 94 | 78
C#CCn1cnc2c(Nc3ccccn3)nc(Cl)nc21 | 102 | 96 | 106 | 98 | 99 | 98 | 100 | 97 | 99
O=C1CCC(C(=O)NNc2cc(F)ccc2F)N1 (stereo unspecified) | 108 | 76 | 109 | 98 | 108 | 93 | 97 | 105 | 91
NNC(=S)Nc1ccccc1 | 100 | 92 | 114 | 115 | 101 | 112 | 109 | 103 | 85
CCOC(=O)c1ccccc1NC(=O)CCl | 113 | 89 | 111 | 100 | 98 | 109 | 113 | 104 | 90
COc1cc2cc(OC(C)=O)c3cc4c(cc3c2c(OC)c1OC)OCO4 | 93 | 89 | 99 | 106 | 103 | 98 | 103 | 101 | 95
N#CC1(C#N)C(C#Cc2ccccc2)OC23CCCCC2C1(C#N)C(=N)O3 (stereo unspecified) | 109 | 90 | 99 | 103 | 107 | 95 | 103 | 98 | 89
O=C1CCC(c2ccccc2)N1c1ccccc1 (stereo unspecified) | 93 | 82 | 112 | 98 | 94 | 98 | x | 95 | 100
O=[N+]([O-])c1ccc(COP(=O)(OCc2ccc([N+](=O)[O-])cc2)OCc2ccc([N+](=O)[O-])cc2)cc1 | 102 | 60 | 114 | 106 | 104 | 99 | 97 | 94 | 91
CCOC(=O)c1c[nH]c(C=O)c1C | 99 | 91 | 100 | 106 | 107 | 99 | 98 | 98 | 103
Cc1cc(N=O)c(C)cc1O | 105 | 83 | 125 | 94 | x | 115 | 105 | 95 | 93
Cn1c(=O)c2c(ncn2CC(=O)Nc2ccccc2)n(C)c1=O | 96 | 79 | 93 | 104 | 98 | 94 | 101 | 95 | 89
N#C/C(=C\c1ccco1)C(=O)Nc1ncc(Cc2cc(Cl)ccc2Cl)s1 | 89 | 75 | 91 | 94 | 88 | 88 | 96 | 94 | 76
O=C(O)Cn1c(O)c(C2=c3cc(-c4ccccc4)ccc3=NC2=O)sc1=O | 103 | 90 | 107 | 107 | 95 | 103 | 93 | 99 | 92
COc1ccc2cc([C@H](C)C(=O)OC3CC(C)(C)N([O])C(C)(C)C3)ccc2c1 | 97 | 82 | 109 | 101 | 107 | 100 | 104 | 97 | 86
COc1cc(-c2nc3ccc([N+](=O)[O-])cc3[nH]2)ccc1OCC(=O)N=Nc1c(O)[nH]c2ccccc12 | 103 | 87 | 101 | 105 | 88 | 97 | 91 | 97 | 102
COc1cc(S(N)(=O)=O)c(OC)cc1N | 171 | 87 | 116 | 97 | 100 | 113 | 99 | 99 | 108
NC(=O)SCC(=O)Nc1cccc([N+](=O)[O-])c1 | 96 | 97 | 110 | 107 | 101 | 107 | 108 | 97 | 88
CCOC(=O)NCCCCNC(=O)OCC | 125 | 90 | 97 | 98 | 101 | 97 | 104 | 106 | 104
N#Cc1cnc(OC2CC(N)C2)nc1-n1cnc2ccccc21 (stereo unspecified) | 98 | 68 | 112 | 94 | 104 | 101 | 99 | 103 | 99
N#CC1(NC2CCCCC2)CCN(Cc2ccccc2)CC1 | 107 | 93 | 137 | 94 | 103 | 113 | 93 | 107 | 92
c1ccc2c(NCCc3c[nH]c4ccccc34)c3ccccc3nc2c1 | 45 | 61 | 94 | 74 | 76 | 78 | 94 | 68 | 53
CCOC(=O)C1=C(C)Nc2nc3ccccc3n2C1c1cccc(Br)c1 (stereo unspecified) | 61 | 74 | 93 | 93 | 89 | 95 | 86 | 95 | 84
COc1ccc(OC)c(-c2nc(SCC(=O)c3ccccc3)nc(Nc3ccc(S(N)(=O)=O)cc3)c2C#N)c1 | 90 | 71 | 91 | 87 | 91 | 97 | 73 | 86 | 79
COC(=O)c1oc2c(F)c(-c3ccccc3)c(-c3ccccc3)c(-c3ccccc3)c2c1N | 91 | 87 | 108 | 108 | 104 | 100 | 99 | 98 | 102
COc1cc(-c2nn(-c3cccc(NC(=O)c4ccccc4)c3)cc2-c2ccncc2)ccc1Cl | x | 30 | 12 | 21 | 13 | 19 | -15* | 29 | 10
Cc1c(O)c(O)cc2c3c(oc12)CC(C(C)C)CC3=O (stereo unspecified) | 106 | 56 | 95 | 89 | 92 | 84 | 83 | 92 | 84

(continued)
SMILES | SF-295 | UO-31 | DU-145 | 786-0 | U251 | SF-268 | SF-539 | SN12C | PC-3
Cc1ccc(NC2(C(N)=O)CCCC2)cc1 | 105&103 | 88&73 | 113&114 | 103&101 | 100&99 | 110&100 | 92&99 | 100&93 | 87
C(=C\c1ccc(/C=C/c2ccccc2)nn1)/c1ccccc1 | 102 | 74 | 102 | 91 | 103 | 104 | 109 | 107 | x
Cc1c(C(=O)/C=C/c2csc3ccccc23)[n+](=O)c2ccccc2n1[O-] | 85 | 37 | -3.0* | 88 | 40 | 44 | 89 | 79 | 47
O=c1c2sc3nc4c(cc3c2nnn1-c1ccccc1Cl)CCCC4 | 98 | 88 | 101 | 80 | 81 | 111 | 108 | 88 | 53
CCC(O)c1cnc(OCc2ccccc2)nc1OCc1ccccc1 (stereo unspecified) | 103 | 93 | 115 | 106 | 98 | x | 108 | 102 | 92
O=c1oc2c(c(C(F)(F)F)nn2-c2ccccc2)c2ccccc12 | 109 | 95 | 110 | 108 | 105 | 104 | 98 | 102 | 106
C/C(=N/N)c1nnn(-c2ccc([N+](=O)[O-])cc2)c1C | 92 | 80 | 103 | 107 | 97 | 100 | 96 | 100 | 98
CCCCCCCCn1ccc2cc(NC(=O)CN3CCN(c4cc(C)nc(N5CCCCCC5)n4)CC3)ccc21 | 101 | 48 | 93 | 83 | 81 | 98 | 90 | 84 | 52
CCn1c(SCC(=O)NN)nc2c1c(=O)n(C)c(=O)n2C | 101 | 84 | 106 | 103 | 104 | 97 | 97 | 98 | 96
CCOc1ccc(NC(=O)C2=C(C)NC(C)=C(C(=O)Nc3ccc(OCC)cc3)C2c2cccc([N+](=O)[O-])c2)cc1 | 76 | x | 88 | 87 | 80 | 71 | 80 | 74 | 54
COc1ccc(-c2nn(-c3ccccc3)cc2/C=C/C(=O)c2ccc(NC(=O)CCCCCCC(=O)NO)cc2)cc1 | 119 | 94 | 98 | 70 | 106 | 108 | 105 | 93 | 96
CCOC(=O)c1sc2nc(-c3cccnc3)cc(-c3ccc(OC)c(OC)c3)c2c1N | 107 | 82 | 101 | 98 | 96 | 101 | 92 | 102 | 90
CCOC(=O)C(=CNc1ccccc1-n1cccc1)C(=O)OCC | 89 | 90 | 122 | 107 | 98 | 114 | 97 | 101 | 91
Cc1ccc(Br)c(C(=O)O)c1 | 109 | 96 | 110 | 95 | 99 | 105 | 97 | 105 | 76
Cc1oc(-c2ccccc2Cl)cc1C(=O)Nc1ccc(S(N)(=O)=O)cc1 | 104 | 89 | 104 | 103 | 95 | 104 | 95 | 98 | 107
COc1ccc(NC(=S)Nc2ccc(Nc3ncnc4sc5c(c34)CCN(C(=O)OC(C)(C)C)C5)cc2)cc1 | 100 | 72 | 105 | 98 | 87 | 85 | 94 | 86 | 83
Cc1ccc2nc(NC(=O)CSc3nc(=S)c(C#N)c(-c4ccccc4)[nH]3)sc2c1 | 101 | 87 | 104 | 99 | 98 | 106 | 90 | 97 | 101
CC(CC1c2ccccc2CCc2ccccc21)CN(C)C (stereo unspecified) | 94 | 55 | 116 | 84 | 101 | 92 | 95 | 91 | 83
Brc1c2ccccc2c(Br)c2ccccc12 | 112 | 93 | 111 | 112 | 94 | 99 | x | 103 | 96
O=[N+]([O-])c1ccc(O)cc1 | 109 | 91 | 111 | 101 | 110 | 101 | 92 | 113 | 78
CCOc1ccc2sc(NS(=O)(=O)c3ccc(N)cc3)nc2c1 | 109 | 91 | 119 | 115 | 99 | 110 | 100 | 98 | 119
COC1(C)NC(Cl)=C(C#N)C(C#N)(C#N)C1(C)C (stereo unspecified) | 111 | 68 | 119 | 103 | 102 | 114 | x | 99 | 110
COc1ccc(-c2nc(SCCC(C)C)nc(N3CCCCC3)c2C#N)cc1 | 107 | 88 | 106 | 97 | 95 | 106 | 100 | 102 | 81
CC(=O)Oc1ccc(OCCCN(C)c2ccccc2)cc1 | 49 | 20 | 48 | 30 | 22 | 59 | 31 | 60 | 51
COc1ccc(Nc2nc(C)c(/C(C)=N/NC(=S)Nc3ccccc3)s2)cc1 | 77 | 70 | 102 | 93 | 96 | 92 | 90 | 98 | 62
